From PubChem BioAssay
IkB signaling – IkB Signaling. ABC-DLBCL IkBa-CBG/CBR dual luciferase ratio, 4 h; response scale: scaled: untreated 0%, proteasome inhibitor 100%. Potency, µM (doses to about 57.1 µM), inactives show top-dose IkBa stabilization activation. 110,000 compounds, 0.04% hits; active = well fitted curve in the direction sought with a large enough effect in the signal ratio, not every such curve was filed as active; inconclusive = small, poorly fitted or top-dose-only effect, or a change in a side signal; the % refers to the signal ratio;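 also: the direction sought is a rising ratio; 0% = basal untreated cells and 100% = reference inhibitor full response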
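Luminescence ratio of IκBα-fused green versus native red beetle luciferase in OCI-Ly3 cells, 4 h post-doxycycline with compound; red signal alone, scaled from basal (0%) to zero light (-100%), flagged nonspecific or cytotoxic effects.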
Peg3 imprint – qHTS Assay for Compounds that Induce Erasure of Genomic Imprints | mouse ES Peg3-LacZ reporter, beta-gal luminescence, 40 h | Potency, µM (series often up to 60.7 µM), for the others: at the highest dose activity change, positive = activation, hits mostly activators | 110,000 compounds, 0.02% hits | AID 1948, 2009;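 also: 0% = negative control wells on the plate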
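Gelatin-coated wells received 300 freshly trypsinized female ES cells with a Peg3LacZ-Neo reporter on the maternal allele, then incubated 40 hours at 37C. BetaGlo was added for 5 minutes at room temperature before a single luminescence read.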
p53ts 39C tox – qHTS Screen for Compounds that Selectively Target Cancer Cells with p53 Mutations: Cytotoxicity of p53ts Cells at the Nonpermissive Temperature. 130,000 compounds, 1.5% hits. H1299-p53A138V viability at 39C, ATP luminescence, 24 h. Potency, µM (series often up to 46.1 µM), without a hit: at the highest dose activity change, negative = cell killing, usual class: cytotoxic. AID 902, 2007; also: nearly all actives have a fitted effect of over 55% in size
p53ts 32C tox – qHTS Screen for Compounds that Selectively Target Cancer Cells with p53 Mutations: Cytotoxicity of p53ts Cells at the Permissive Temperature; Potency, µM (doses to about 46.1 µM), for the others: at the highest dose activity change, negative = cytotoxicity, hits mostly cytotoxic; H1299-p53A138V at 32C, ATP luminescence viability, 24 h; 130,000 compounds, 0.93% hits; AID 924, 2007;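 also: 0% = DMSO and -100% = full killing by reference compound; nearly all actives have a fitted effect of over 55% in size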
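Viability by ATPlite luminescence after 24 h compound treatment (up to 46 uM) at the permissive 32C. Cells are H1299 carrying p53 A138V. Scale runs from DMSO basal to 100 uM tamoxifen as full kill; AC50 from Hill fits.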
Starred values were filed as active, the others as inactive; ? = inconclusive; . = not tested or not shown; & = joins results of further samples; [ ] = remark or other dose. Unless noted, calls follow the shape of the dose curve; as a rule, active = well fitted curve in the direction sought with a large enough effect; inconclusive = small, poorly fitted or top-dose-only effect, or another doubt; inactive = no such curve, though single readings can be large; an effect the other way counts as inactive or inconclusive. Unless noted, % is scaled to controls: 0 for no effect and ±100 for the full control effect; potency is read from the fitted curve at half-maximal effect.

Every second line gives: IkB signaling, Peg3 imprint, p53ts 39C tox, p53ts 32C tox
Cc1nc2cc(NS(=O)(=O)c3c(C)c(C)cc(C)c3C)ccc2s1
  ., ., -28%, ?
C=CCSc1nc2c(c(=O)[nH]c(=O)n2C)n1C(C)C
  -1.1%, 0%, 5%, 4%
Cc1ccc(CN(Cc2ccco2)C(=O)c2ccc(Cl)cc2Cl)cc1
  ?, -13%[10.9 µM], ?, 3%
COc1ccc2[nH]cc(CCNC(=O)Nc3ccccc3)c2c1
  ?, 9%[10.9 µM], -8%, 4%
CCSc1nc(-c2ccccc2)c(C#N)c(=O)[nH]1
  -5.6%, -1%, 19%, 6%
Cc1cccc(CSc2ncccc2C(=O)O)c1
  -0.6%, -21%[10.9 µM], -27%, 3%
COc1ccc(C2CC(=O)N(Cc3ccc(F)cc3)c3ccccc3S2)cc1OC (stereo unspecified)
  ?, -11%[10.9 µM], -20%, -8%
COc1ccc(C2CC(=O)N3CN(Cc4ccco4)CSC3=C2C#N)cc1 (stereo unspecified)
  0.5%, -2%, 5%, 4%
COc1ccccc1C1N(c2cc(Cl)ccc2OC)C(=O)C2CCCN21 (stereo unspecified)
  5.2%, -3%, -4%, -2%
COC(=O)N1CCC2(CCCN(c3ccncc3)C2)CC1
  -0.4%[11.4 µM], ., -9%, -1%
c1ccc2c(Cc3c[nH]c4ccccc34)c[nH]c2c1
  ., -3%, -15%, 20%
Cn1c(=O)c2c(ncn2CC(=O)N2CCCc3ccccc32)n(C)c1=O
  ., ., -6%, 0%
c1ccc(-n2nnnc2SCc2cn3cccnc3n2)cc1
  4.6%, ?, -2%, 11%
CCOC(=O)c1ccc(NC(=O)CCNc2c(N3CCCC3)c(=O)c2=O)cc1
  -0.4%, -4%, -7%, -1%
COc1ccccc1CN(Cc1ccco1)c1cnc(S(C)(=O)=O)nc1C(=O)Nc1cc(C)ccc1C
  ?, -17%[10.9 µM], -10%, 5%
CCC(=O)N1CCc2cc(Br)cc(S(=O)(=O)CCC(=O)N3CCN(c4cccc(C)c4)C(C)C3)c21 (stereo unspecified)
  ?, -5%[10.9 µM], 29%, 10%
CCOC(=O)N1CCN(c2c(NCc3ccccn3)c(=O)c2=O)CC1
  2.7%, -10%, -3%, 10%
Cc1cccc(-n2ncc3c(NNC(=O)c4ccccc4Cl)ncnc32)c1
  ?, -14%[10.9 µM], -23%, 2%
OC(COCc1ccco1)CN1CCN(C(c2ccccc2)c2ccccc2)CC1 (stereo unspecified)
  0.5%, -19%, -7%, -3%
O=C(CN1CCOCC1)Nc1ccc(Br)cn1
  -1.0%, -6%, 17%, -4%

Some of these compounds in order of heavy-atom count, rising:
Every second line gives: IkB signaling, Peg3 imprint, p53ts 39C tox, p53ts 32C tox
Cc1cccc(CSc2ncccc2C(=O)O)c1
  -0.6%, -21%[10.9 µM], -27%, 3%
Cc1nc2cc(NS(=O)(=O)c3c(C)c(C)cc(C)c3C)ccc2s1
  ., ., -28%, ?
Cn1c(=O)c2c(ncn2CC(=O)N2CCCc3ccccc32)n(C)c1=O
  ., ., -6%, 0%
COc1ccc(C2CC(=O)N3CN(Cc4ccco4)CSC3=C2C#N)cc1 (stereo unspecified)
  0.5%, -2%, 5%, 4%
CCOC(=O)c1ccc(NC(=O)CCNc2c(N3CCCC3)c(=O)c2=O)cc1
  -0.4%, -4%, -7%, -1%

New compounds follow
Every second line gives: IkB signaling, Peg3 imprint, p53ts 39C tox, p53ts 32C tox
O=C(Nc1cc(Cl)ccc1Cl)c1noc2c1CCCC2
  -0.6%, -10%, -3%, -4%
Cc1cccc(NC(c2cccc(Cl)c2)c2ccc3cccnc3c2O)n1 (stereo unspecified)
  ?, -30%[10.9 µM], 13µM*, -24%
COc1ccc(Cl)cc1NC(=O)c1cc(=O)c2cc(C)cc(C)c2o1
  -0.3%, 14%[10.9 µM], 27%, 0%
CSc1nc2sc3c(c2c(=O)n1-c1ccc(C)cc1)CCCC3
  3.5%, -12%[10.9 µM], -2%, -2%
CCOC(=O)Cc1csc(NC(=O)CN(C)S(=O)(=O)c2cccc3cccnc23)n1
  2.6%, 3%, 3%, 2%
CC1CCN(Cc2c(O)ccc3c(=O)c(-c4cccc(Cl)c4)c(C(F)(F)F)oc23)CC1
  -4.1%, -5%[10.9 µM], 11%, 4%
O=C(NCc1cccs1)c1noc2c1CCCCC2
  4.3%, -39%[inhibitor], 6%, 3%
COc1cccc(C2Nc3ccccc3C(=O)N2O)c1O (stereo unspecified)
  0.4%, -1%, ?, ?
CC(C)CC(NC(=O)C1CCCN1C(=O)OC(C)(C)C)C(=O)NCC(N)=O (stereo unspecified)
  -0.2%, -10%, 4%, -4%
Cc1cccc(NC(=O)Nc2cccc(C#N)c2)n1
  ?, -15%, -5%, 8%
CN1CCN(/C=C2\SC(=S)NC2=O)CC1
  -1.1%, 3%, -6%, -5%
Cc1ccccc1CS(=O)(=O)CCC(=O)NCCCN1CCOCC1
  -0.1%, -3%, 6%, -3%
COc1cccc(CNC(=O)c2oc3c(c2C)-c2nn(Cc4cccc(Cl)c4)cc2CC3)c1
  ?, ?, ?, 20%
c1cncc(-c2nc3c4ccccc4nc(N4CCC(N5CCCCC5)CC4)n3n2)c1
  0.4%, -12%, 19%, 2%
Cc1ccc(NC(=O)c2cc3c(Cl)nc4ccc(C)cc4c3s2)c(Cl)c1
  0.5%, -11%[10.9 µM], ?, 2%
COc1ccc(NC(=O)CN2CCN(CC(=O)Nc3ccccc3F)CC2)cc1OC
  -0.1%, ?, -24%, -2%
CCOC(=O)N1CCN(S(=O)(=O)c2ccc(OC)c(OC)c2)CC1
  ., ., 5%, 25%
Cc1cc(C(=O)O)sc1C
  -0.1%, -1%, 10%, -2%
COc1ccc2c(-c3ccccc3)cc(N3CCOCC3)nc2c1
  7.8%, -25%, -7%, 14%
Cc1nc2nc(SCC(=O)Nc3ccccc3Cl)nn2c(C)c1Cc1ccccc1
  ?, -13%[10.9 µM], -30%, -1%
O=C(Nc1nc2ccccc2[nH]1)C1CC(=O)N(c2ccc3c(c2)OCCO3)C1 (stereo unspecified)
  ?, 0%, -15%, -1%
NC(=O)c1cccc(N)c1
  -0.1%&0.3%, -7%&-8%&14%, 9%, -7%
CN(C)c1ccc(C(=S)N2CCOCC2)cc1Br
  -2.2%, -10%, -3%, -3%
Cc1ccc(C(=O)NCC(c2cccnc2)N2CCc3ccccc3C2)cc1C (stereo unspecified)
  ?, -41%[inhibitor][10.9 µM], -22%, -11%
Cc1ccc(C)c(N2CCN(C(=O)CCS(=O)(=O)c3ccc4c(c3)oc(=O)n4C)CC2)c1
  ?, 9%[10.9 µM], -4%, 3%
Cn1c(=O)[nH]c(=O)c2c1nc(N1CCOCC1)n2CC(O)COc1ccc2ccccc2c1 (stereo unspecified)
  4.4%, -9%, 12%, -1%
COc1ccc(NC(=O)CSc2nc(-c3ccco3)cc(C(F)(F)F)n2)cc1OC
  ?, -23%[10.9 µM], -8%, 0%
CCc1ccc(N2CC(c3nc4ccccc4n3Cc3ccccc3C)CC2=O)cc1 (stereo unspecified)
  ?, -5%[10.9 µM], ?, -4%
COc1ccc(S(=O)(=O)N2CCN(C(=O)c3cccs3)CC2)cc1OC
  1.1%, 11%, 15%, 0%
COc1ccc(-c2nc3cnc(N4CCN(C)CC4)nc3n(C)c2=O)cc1
  -0.5%[11.4 µM], -17%, -8%, -8%
O=c1c2nnn(Cc3ccccc3)c2ncn1C/C=C/c1ccccc1
  4.2%, -13%, -7%, -2%
COc1ccc(C2c3c(-c4ccccc4O)n[nH]c3C(=O)N2Cc2ccco2)cc1 (stereo unspecified)
  ?, -6%[10.9 µM], ?, 27%
Cc1ccc(-n2c(SCC(N)=O)nc3c(oc4ccccc43)c2=O)cc1C
  1.9%, -2%[10.9 µM], ?, 5%
O=C(Nc1ccc2c(c1)OCO2)Nc1ccc(Br)cn1
  3.1%, -13%, -5%, -7%
CCCN(C(=O)c1sc2nc3n(c(=O)c2c1C)CCCC3)c1ccccc1C
  1.8%, -8%[10.9 µM], 12%, -3%
O=C(NC1CCCC1)C1CC(=O)N(CCc2ccccc2)C1 (stereo unspecified)
  4.8%, 4%, -8%, -9%
Cn1c(CN2CCOCC2)nnc1SCC(=O)NC1CCCCC1
  0.9%, 4%, 6%, -9%
C/C(=N\Nc1nc2ccccc2[nH]1)c1cc2ccccc2o1
  ., ., 13µM*, 16µM*
Cc1ccc(CN2CCCn3nc(C(=O)NCC(C)c4ccccc4)cc3C2=O)cc1 (stereo unspecified)
  1.3%, -15%[10.9 µM], -22%, -4%
COCCCNC(=O)Cn1nc(N2CCN(c3ccccc3)CC2)ccc1=O
  0.2%, -3%[10.9 µM], -10%, 9%
O=C(Nc1ccc2nc(SCCOc3ccccc3)sc2c1)c1cccs1
  ?, -8%[10.9 µM], -5%, -9%
CC1=C(C(N)=O)C(c2ccc(C)cc2)n2nc(SCc3ccccc3)nc2N1 (stereo unspecified)
  3.1%, 6%[10.9 µM], 5%, -1%
CCn1cc(Br)c(C(=O)Nc2ccc(F)c(Cl)c2)n1
  1.4%, -3%, 1%, 11%
CSc1ccc(/C=N/NC(=O)CNc2cccc3ccccc23)cc1
  ., ., 0%, -2%
COc1ccc2nc(SCC(N)=O)[nH]c2c1
  -1.2%, -16%, 8%, 4%
O=C(CSc1ncccc1C(=O)Oc1ccccc1Cl)Nc1ccc(C(F)(F)F)cc1Cl
  -2.2%, -19%[10.9 µM], ?, -26%
COC(=O)c1ccccc1S(=O)(=O)N(CCCN1CCOCC1)Cc1cccs1
  -0.1%, 17%, 9%, 6%
Cc1cc(C)cc(OCCCC(=O)O)c1
  -3.1%, -14%, -5%, -3%
CC(C)c1[nH]nc2c1C(c1ccc(OC(=O)c3ccco3)cc1)C(C#N)=C(N)O2 (stereo unspecified)
  0.5%, -22%, -14%, 19%
O=C(Nc1ccc2c(c1)oc1ccccc12)c1cccnc1
  ?, -13%, -19%, -12%
Cc1ccc(C(=O)NCCNC(=O)CN2CCCC2)cc1
  2.6%, -10%, 3%, -3%
Cc1cccc(N2CCN(C(=O)CCNS(=O)(=O)c3ccc4c(c3)CCN4C(=O)C3CC3)CC2C)c1 (stereo unspecified)
  ?, 27%[10.9 µM], -18%, -2%
Cc1cccc(-n2c(N)cc(=O)[nH]c2=S)c1
  1.5%, -8%, 11%, -5%
CCOc1ccc(CCNC(=O)CSc2n[nH]c(-c3ccccc3)n2)cc1OCC
  -0.2%, -6%[10.9 µM], -11%, 0%
CCOC(=O)c1ccc(CN(Cc2ccccc2C)S(=O)(=O)c2ccc(F)c(C(=O)Nc3cccc(OC)c3)c2)cc1
  ?, -25%[10.9 µM], -13%, 1%
Cc1ccc(C(c2nnnn2CC2CCCO2)N2CCN(c3cccc(C)c3C)CC2)cc1 (stereo unspecified)
  1.1%, 15%, 5%, 12%
Cn1c2ccc(F)cc2c2nnc(SCCN3CCCCC3)nc21
  -1.5%, -13%[10.9 µM], -5%, -11%
COC(=O)C1CCN(C(=O)c2ccccc2NC(C)=O)CC1
  9.3%, -4%, 0%, -2%
COc1ccc2c(=O)cc(-c3ccc(O)cc3)oc2c1
  -3.9%[11.4 µM], -50%[inhibitor], ?, -14%
CCN1CCN(c2cc(=O)n(C3CCCCC3)c(=O)[nH]2)CC1
  0.9%, 4%, -5%, -7%

(next part)
Every second line gives: IkB signaling, Peg3 imprint, p53ts 39C tox, p53ts 32C tox
O=C(c1c[nH]c2ccc(F)cc2c1=O)N1CCCCCC1
  ., ., 20%, -12%
c1cncc(CNc2ncnc3ccc(-c4cccnc4)cc23)c1
  -4.8%[11.4 µM], -20%, 16%, 9%
Cn1cnc2c1c(=O)n(Cc1cccc(Br)c1)c(=O)n2C
  0.2%, -3%, 9%, 4%
Cc1csc(NC(=O)C2CCCN2C(=O)OCC(C)C)n1 (stereo unspecified)
  1.8%, -1%, 6%, 23%
CCc1ccc2oc(C(=O)Nc3c(C)n(C)n(-c4ccccc4)c3=O)cc(=O)c2c1
  -2.0%, -8%[10.9 µM], 9%, 4%

Compounds as they come; any-hit rate near 1.7%.
